ERa SRC1 inh: ER-alpha (human) coactivator binding inhibition. P03372. TR-FRET ER-alpha LBD / SRC-1 peptide, estradiol-bound. inhibition, % at 25.6 µM. hit rate 1.7% among 86,000; in the data active = inhibition above about 50%;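 also: 0% = receptor plus peptide control and 100% = peptide only without receptor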
Target sequence (P03372 whole entry, looked up, the tested form may be a part): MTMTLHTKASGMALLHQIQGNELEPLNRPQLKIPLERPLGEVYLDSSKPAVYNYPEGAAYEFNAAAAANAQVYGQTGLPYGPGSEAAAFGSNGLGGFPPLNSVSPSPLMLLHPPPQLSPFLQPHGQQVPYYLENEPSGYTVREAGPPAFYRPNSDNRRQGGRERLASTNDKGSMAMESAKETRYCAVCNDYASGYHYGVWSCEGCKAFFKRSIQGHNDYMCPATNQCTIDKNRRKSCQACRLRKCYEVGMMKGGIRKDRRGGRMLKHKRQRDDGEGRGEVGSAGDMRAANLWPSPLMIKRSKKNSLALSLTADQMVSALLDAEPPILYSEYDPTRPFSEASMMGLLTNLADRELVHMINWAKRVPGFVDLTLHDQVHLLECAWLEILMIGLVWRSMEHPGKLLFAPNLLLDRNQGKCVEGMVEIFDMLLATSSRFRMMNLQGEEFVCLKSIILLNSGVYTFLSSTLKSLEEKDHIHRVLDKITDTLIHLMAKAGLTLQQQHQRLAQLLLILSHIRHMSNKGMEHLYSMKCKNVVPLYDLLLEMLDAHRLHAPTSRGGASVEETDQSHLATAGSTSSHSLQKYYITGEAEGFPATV
PTK2B oligo ant: Pyk2 (human) oligomerization antagonism; AID 1347419; hit rate 0.83% among 99,000; Q293 cells, Pyk2 FERM NanoBiT luminescence; hits give low values; z-score (the deposit names both 25 µM and 10 µM);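 active = Z-score of -3 or lower, scaled per plate to the spread of control and sample wells; inactive = z-score above -3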;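 also: negative z-score means lost luminescence so less FERM oligomerization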
Numbers without * were called inactive; [ ] = remark or other dose. These rows are one share of the data (hit frequency here may not be typical).

Structure,ERa SRC1 inh,PTK2B oligo ant
COC(=O)Cc1[nH]nc2c1C(c1cccc(OC)c1OC)C(C#N)=C(N)O2 (stereo not given),14,-1
Nc1nc(NC(=O)Cc2ccccc2)nn1-c1ccccc1,5,0.51
O=C(CN(C1CCCCC1)S(=O)(=O)c1ccc(Cl)cc1)NCCCO,0,2
Nc1cc(N)nc(SCC(=O)Nc2ccc(Br)cc2Cl)n1,-9,-0.63
O=CN(CCN(C=O)CN1CCCCC1)CN1CCCCC1,-4,0.06
CC(C)c1cc(NC(=O)CSc2nnc(-c3ccccc3F)n2C)on1,-9,0.61
CC(C)c1nc(-c2c(N)n(C)c(=O)n(C)c2=O)sc1C(=O)C(C)(C)C,8[fluorescence artefact?],0.93
O=C(NCC1CCCO1)C1CCCN(c2ncccn2)C1 (stereo not given),3,-0.43
O=C(Nc1nc2ccccc2n1Cc1ccc(Cl)cc1)c1ccco1,3,-0.28
COc1ccc(N2CCN(C(=O)CSc3nnc4ncccn34)CC2)cc1,-11[fluorescence artefact?],1.1
CC(=O)Nc1ccc(C(=O)Nc2ccc(S(=O)(=O)N3CCCC3)cc2)cc1,4,-1.2
COCCNC(=O)CSc1nc2ccc(N3CCOCC3)cc2c(=O)n1CCc1ccccc1,-2[fluorescence artefact?],-0.89
CC(=O)c1ccc(N2C(=O)NC3(CCCCC3)C2=O)cc1,-8,-0.28
Cc1ccccc1COc1ccc(/C(O)=C2/C(=O)C(=O)N(CCCn3ccnc3)C2c2ccco2)cc1 (stereo not given),4,1.1
O=C(C1CCN(Cc2ccc(OCc3ccccc3)cc2)CC1)N1CCCC1,-2,0.35
CN(c1ccc(OCC(=O)N2CCCCC2)cc1)S(=O)(=O)c1cccs1,22,-0.44
N=c1c(C(=O)NCc2ccc(F)cc2)cc2c(=O)n3ccccc3nc2n1CCCN1CCOCC1,-10,-0.04
COc1cccc(-c2csc(N3CCN(S(=O)(=O)c4ccc(F)cc4)CC3)n2)c1,1,0.3
Cc1ccc2nc(NC(=O)c3cccs3)sc2c1,20,0.01
COc1cc(C2C3CN(C)CC=C3C(C#N)=C(N)C2(C#N)C#N)ccc1OC(C)C (stereo not given),-11[fluorescence artefact?],-0.78
O=C(CSC1=NCCS1)Nc1ccnc2ccccc12,-7,-0.01
CCOC(=O)c1sc2nc(SCC#N)n(CC3CCCO3)c(=O)c2c1C (stereo not given),19[fluorescence artefact?],-0.56
Cc1ccc(-n2nnnc2SCC(=O)c2cc(C)n(CC3CCCO3)c2C)cc1 (stereo not given),31,0.69
CCOC(=O)Cc1csc(NC(=O)CSc2nnc(C(C)C)n2C)n1,6,0.49
CC1Cc2ccccc2N1C(=O)CSc1nnc(CSc2ncccn2)n1C (stereo not given),-6,0.05
Cc1ccc2c(CC(=O)Nc3ccc(N4CCN(C)CC4)cc3C)coc2c1,19[fluorescence artefact?],-0.14
CC(OC(=O)c1cc[n+]([O-])cc1)C(=O)Nc1ccc(Cl)cn1 (stereo not given),-15,-0.21
CCc1ccc(C(=O)NC2CCCCC2)s1,2,1.5
O=C(OCn1nnc2ccccc2c1=O)C1CCN(S(=O)(=O)c2cccs2)CC1,-4,0.6
Cc1ccc(/C=c2\s/c(=C(/C#N)C(=O)N3CCCC3)n(Cc3ccco3)c2=O)s1,29[fluorescence artefact?],-0.21
Cc1cccc(NC(=O)CCNS(=O)(=O)c2cccc3nsnc23)c1,-16,-0.33
COCCN1C(=O)C(CC(=O)Nc2ccc(C(=O)O)cc2)SC1=Nc1ccccc1 (stereo not given),0,-0.02
NS(=O)(=O)c1ccc(CCNc2cc(=O)n(Cc3ccc(F)cc3)c(=O)[nH]2)cc1,9,0.48
CNc1nn(-c2cccc(Cl)c2)nc1N,-38[fluorescence artefact?],-0.73
Cn1c(-c2cc(Br)ccc2O)n[nH]c1=S,15,3.6
O=C(NCCc1ccccc1)C1CC(=O)N(C2CCCCCC2)C1 (stereo not given),-1,-0.77
COc1ccc(N(CC(=O)Nc2cccc(SC)c2)S(C)(=O)=O)cc1,-3,-0.93
COc1ccccc1N1CCN(C(=O)COc2ccc(Cl)cc2)CC1,-3,0.24
CCOC(=O)N1CCN(c2c(-c3ccc(C)c(C)c3)c(=O)c2=O)CC1,-10,-0.19
COc1ccc(C(c2nnnn2C(C)(C)C)N2CCN(c3nc4ccccc4s3)CC2)cc1 (stereo not given),-8,-1
CCOCCOCN(C#N)c1nc(OC)nc(N(C)C)n1,-20,0.77
O=C(CN1CCC(n2nnc3cc(F)ccc32)CC1)NC1CC1,7,-0.32
CC1(C)CC(=O)c2cnc(NCc3ccco3)nc2C1,2[fluorescence artefact?],0.54
Cc1ccc2[nH]c3c(NCCN4CCOCC4)ncnc3c2c1,-2,0.8
COc1ccc(CCNC(=O)CSc2nc(-c3ccco3)cc(C(F)(F)F)n2)cc1,-3,-0.08
CCCc1nc2oc3c(NCCOCCO)ncnc3c2c2c1COC(C)(C)C2,1[fluorescence artefact?],-0.79
O=C(NC1CC2CCC(C1)N2C(=O)NC1CCCCC1)NC12CC3CC(CC(C3)C1)C2 (stereo not given),5,-0.17
Cc1cccnc1NC(=O)c1c(O)c2cccc3c2n(c1=O)CCC3,2[fluorescence artefact?],-0.1
CCC1(C)Cc2nc3sc(C(=O)O)c(N)c3cc2CO1 (stereo not given),4,-0.36
COc1ccc(-c2nn3c(COc4ccccc4)nnc3s2)cc1OC,-4,0.44
O=C(NCC1CCCO1)c1nc2c(nnn2Cc2ccc(F)cc2)c(=O)[nH]1 (stereo not given),-10,0.32
O=C(COC(=O)c1ccc(Br)o1)Nc1nc2ccccc2s1,-43,1.1
CCC(Sc1nc2ccccc2[nH]1)C(=O)Nc1cc(C)on1 (stereo not given),1,-0.97
CN1CCN(C(=O)N2c3ccccc3C=Cc3ccccc32)CC1,-2,0.77
Cc1ccc2[nH]c(=O)c(CN(Cc3ccc4c(c3)OCO4)Cc3nnnn3C3CCCC3)cc2c1,13[fluorescence artefact?],0.42
O=C(c1ccc(C(F)(F)F)cc1)N1CCCCC1,-2,-0.34
CCn1c(SC)nc2c(c1=O)SC(C)C2 (stereo not given),-2,1.1
CC(NC(=O)CN1C(=O)COc2ccccc21)c1ccccc1 (stereo not given),3[fluorescence artefact?],-0.87
CCC(Sc1nnc(C)s1)C(=O)Nc1nccs1 (stereo not given),12[fluorescence artefact?],-1.2
Cc1cc(NC(=O)COC(=O)COc2ccc3c(c2)CCC3)no1,5[fluorescence artefact?],0.42

(listing goes on)
molecule	ERa SRC1 inh	PTK2B oligo ant
CCn1c2ccccc2c2cc(NC(=O)c3ccco3)ccc21	16[fluorescence artefact?]	-0.55
c1ccc(OCc2nn3c(Cn4nnc5ccccc54)nnc3s2)cc1	26	0.31
CCOc1ccc(NC(=O)CC2CC(C)(C)OC2=O)cc1 (stereo not given)	-8	-0.78
COc1ccc(CCC(=O)NC2=NCCS2)cc1OC	-1	0.16
CC1CCN(C(=O)CSc2nnc(CSc3ncccn3)n2C)CC1	5[fluorescence artefact?]	0.67
CC(C)N(C)C1CCN(C(=O)Nc2ccc(Cl)c(Cl)c2)CC1	8	1.3
CCCNC(=O)c1c(N)n(-c2cc(OC)cc(OC)c2)c2nc3ccccc3nc12	4	-0.93
CCOc1ncccc1C(=O)Nc1ccccc1C(=O)NCc1ccc2c(c1)OCO2	-4	-0.68
O=C(c1cc(-c2cccnc2)nc2ccc(Br)cc12)N1CCN(c2ncccn2)CC1	-2	-0.81
N#Cc1ccc(CN2CCN(C(=O)c3ccccc3)CC2)c(Cl)c1	3	0.53

Single records (already shown):
Profile of O=C(c1ccc(C(F)(F)F)cc1)N1CCCCC1 = ERa SRC1 inh = -2; PTK2B oligo ant = -0.34
Profile of Cc1ccc2[nH]c3c(NCCN4CCOCC4)ncnc3c2c1 = ERa SRC1 inh = -2; PTK2B oligo ant = 0.8

Next part.
molecule	ERa SRC1 inh	PTK2B oligo ant
c1ccc(CCn2nnnc2C(c2cccs2)N2CCN(Cc3ccc4c(c3)OCO4)CC2)cc1 (stereo not given)	-8	0.77
COc1cc(C(=O)Nc2ccc(NC(=O)C(C)C)nc2)cc(OC)c1OC	-2[fluorescence artefact?]	-0.65
CC1CCc2[nH]nc(C(=O)O)c2C1 (stereo not given)	-6	-0.76
CCN(c1ccccc1)S(=O)(=O)c1cnc[nH]1	7[fluorescence artefact?]	1
O=C(COC(=O)c1ccccn1)Nc1cc(Cl)ccc1Cl	14	0.62
O=C(O)CCCNC1=NCCC1	-8	0.39
COc1ccc(OC)c(NC(=O)COC(=O)c2ccc(S(=O)(=O)N3CCOCC3)cc2)c1	30	-0.25
Cc1ccc(-c2c3c(=O)n(C)c(=O)n(C)c3cn2-c2ccccc2O)cc1	-3[fluorescence artefact?]	-0.05
CCOc1ccc(-n2c(SCC)nc3c(c2=O)SCC3)cc1	5[fluorescence artefact?]	1.8
CCCCSc1nc(C)c(CC(=O)O)c(=O)[nH]1	-8	-0.23
CC(C)Cn1c(N)c(C(=O)NCc2cccs2)c2nc3ccccc3nc21	14	-1.7
COc1ccc(C(c2nnnn2C(C)(C)C)N2CCN(c3nc4ccccc4s3)CC2)cc1OC (stereo not given)	5	0.22
O=C(Nc1ccc(N2CCN(C(=O)c3ccco3)CC2)cc1)c1ccc(F)cc1	4	0.15
c1coc(-c2nc3ccccc3nc2-c2ccco2)c1	84*[fluorescence artefact?]	-0.66
O=C(NC1CCCC1)C(c1ccccc1F)N(C(=O)c1ccco1)C1CCCC1 (stereo not given)	0[fluorescence artefact?]	-2.1
O=C1Cc2ccccc2N1c1ccccc1	-2	0.74
COc1ccc(S(=O)(=O)N2CCN(c3ncnc4c(-c5ccccc5)nsc34)CC2)cc1	-5	1.1
CCOCc1nnc(NC(=O)COC)s1	0	0.12
CCCCNC(=O)C1CCN(S(=O)(=O)c2cnc[nH]2)CC1	-3	0.19
O=C(CSc1nnc(Cc2ccccc2)o1)N1CCCc2ccccc21	-6	0.22
COC(=O)c1nnn(-c2nonc2N)c1CSc1ccccn1	12	0.11
O=c1c2ccccc2n(Cc2ccc(F)cc2)c(=O)n1C1CCCC1	2[fluorescence artefact?]	-1.3
O=S(=O)(Nc1ccc(C(F)(F)F)cc1)c1cnc[nH]1	5	-0.75
O=c1cc(-c2ccc3c(c2)OCO3)oc2ccccc12	3	0.53
CCc1nnc(NC(=O)CCC(=O)N2CCN(CCc3ccccc3)CC2)s1	-13	0.1
O=C(CN1C(=O)CCC1=O)Nc1nc(-c2cccs2)cs1	2	-1.2
Cc1nc2nc(SCC(=O)N3CCOCC3)nn2c(C)c1Cc1c(F)cccc1Cl	34[fluorescence artefact?]	-0.69
Cc1ccc2cccc(SCC(=O)NCc3ccco3)c2n1	-2[fluorescence artefact?]	0.3
CCCn1c(=O)c2ccccc2n2c(SCC(=O)c3cc(C)n(CCOC)c3C)nnc12	-1	1.8
Cc1nc2ccccc2c(=O)n1NC(=O)COc1ccccc1	0	-0.02
CC1CCCCC1NC(=O)c1cn(C)c2ccc(S(=O)(=O)N3CCCC3)cc2c1=O (stereo not given)	4	-1.2
CCOC(=O)N1CCN(S(=O)(=O)c2c(C)[nH]c(=O)[nH]c2=O)CC1	-8	0.78
Cc1nc2c(C(=O)O)cnn2c(C)c1Cc1ccccc1F	-2	-0.05
Oc1ccccc1C1=Nc2ncnn2C(c2ccc(F)cc2)C1 (stereo not given)	-38[fluorescence artefact?]	-0.72
Cc1ccc(-n2nnnc2SCc2nnc(-c3ccccc3Br)o2)c(C)c1	16	-1.5
COc1ccc(Cc2nn3c(-c4ccccc4OC)nnc3s2)cc1	-10	-1.2
CCCSc1nnc2n(C)c(=O)c3c4c(sc3n12)CCC4	0	0.14
Cc1ccc(C(c2nnnn2C(C)(C)C)N(Cc2ccco2)Cc2cccs2)cc1 (stereo not given)	3[fluorescence artefact?]	-0.88
COc1cc(OC)cc(C(=O)NCC2CCCO2)c1 (stereo not given)	3	1.8
CN(Cc1ccccc1)C(=O)c1ccc2c(c1)OCCO2	6	0.07

Sorted by value in ERa SRC1 inh (high to low): some entries from above
compound,ERa SRC1 inh
Cc1ccc(-n2nnnc2SCc2nnc(-c3ccccc3Br)o2)c(C)c1,16
CC1CCCCC1NC(=O)c1cn(C)c2ccc(S(=O)(=O)N3CCCC3)cc2c1=O (stereo not given),4
COc1ccc(Cc2nn3c(-c4ccccc4OC)nnc3s2)cc1,-10

Pulled by structure from above:
molecule	ERa SRC1 inh	PTK2B oligo ant
Nc1cc(N)nc(SCC(=O)Nc2ccc(Br)cc2Cl)n1	-9	-0.63
CC(C)c1nc(-c2c(N)n(C)c(=O)n(C)c2=O)sc1C(=O)C(C)(C)C	8[fluorescence artefact?]	0.93
COc1ccc(CCC(=O)NC2=NCCS2)cc1OC	-1	0.16

The list continues:
molecule	ERa SRC1 inh	PTK2B oligo ant
O=C1c2ccccc2C(=O)N1Cc1nc(-c2ccccc2)no1	-2	-0.23
Cc1c(-n2cc(C(=O)O)c(=O)c3cc(F)c(N4CCCC4)c(F)c32)c(=O)n(-c2ccccc2)n1C	4	0.26
O=C(O)CSC1CC(=O)N(c2cccc(Cl)c2)C1=O (stereo not given)	-4	0.41
COC(=O)c1cc(-c2c(C)oc3cc(OC(C)C)ccc3c2=O)c(C)o1	-5	0.88
Cc1ccc(-n2nnnc2SC(C)C(=O)Nc2ccc(Cl)cn2)cc1 (stereo not given)	12[fluorescence artefact?]	-2.1
O=C(CNC(=O)c1cccs1)NCCN1CCN(c2ccccc2F)CC1	-6	-0.16
Cc1cc(C(F)(F)F)c(C#N)c(SCC(=O)NC(C)(C)C)n1	1	-0.08
CCCc1cc(N2CCCC(C(=O)NCc3ccc4c(c3)OCO4)C2)n2ncnc2n1 (stereo not given)	2	0.12
CCN(CC)C(=O)CSc1nnc2sc3ccccc3n12	13[fluorescence artefact?]	0.5
